Screening results as filed in PubChem.
TCR act: T cell receptor activation | primary human leukocytes, anti-CD3, IL-2 HTRF, 48 h | Potency, µM (doses to about 9.22 µM), for inactives: at the top dose activation of IL-2 secretion, most hits filed as activators | 330,000 tested, under 10 active | AID 504894; also: % of control where 0% means no effect
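Readout: HTRF IL-2, Eu-cryptate/d2 antibody pair, 320nm excitation, 665nm emission. Stimulus: a-CD3 beads, no co-stimulation. Cells: primary human leukocytes. Exposure: 48 hr with compound.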
TSHR antag: antagonists of human thyroid stimulating hormone receptor | P16473 | TSHR-expressing cells, TSH-stimulated cAMP HTRF, 2 h; stronger effect = lower value | activity change, negative = inhibition, % at 11.5 µM | 330,000 compounds, 0.2% hits;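 active = activity change below a set negative limit, meaning inhibition stronger than a set level, cut at about -70% in these data; inconclusive = activity change between two set negative limits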; also: % is scaled to controls: 0 for no effect and ±100 for the full control effect
Target sequence (P16473 whole entry, looked up): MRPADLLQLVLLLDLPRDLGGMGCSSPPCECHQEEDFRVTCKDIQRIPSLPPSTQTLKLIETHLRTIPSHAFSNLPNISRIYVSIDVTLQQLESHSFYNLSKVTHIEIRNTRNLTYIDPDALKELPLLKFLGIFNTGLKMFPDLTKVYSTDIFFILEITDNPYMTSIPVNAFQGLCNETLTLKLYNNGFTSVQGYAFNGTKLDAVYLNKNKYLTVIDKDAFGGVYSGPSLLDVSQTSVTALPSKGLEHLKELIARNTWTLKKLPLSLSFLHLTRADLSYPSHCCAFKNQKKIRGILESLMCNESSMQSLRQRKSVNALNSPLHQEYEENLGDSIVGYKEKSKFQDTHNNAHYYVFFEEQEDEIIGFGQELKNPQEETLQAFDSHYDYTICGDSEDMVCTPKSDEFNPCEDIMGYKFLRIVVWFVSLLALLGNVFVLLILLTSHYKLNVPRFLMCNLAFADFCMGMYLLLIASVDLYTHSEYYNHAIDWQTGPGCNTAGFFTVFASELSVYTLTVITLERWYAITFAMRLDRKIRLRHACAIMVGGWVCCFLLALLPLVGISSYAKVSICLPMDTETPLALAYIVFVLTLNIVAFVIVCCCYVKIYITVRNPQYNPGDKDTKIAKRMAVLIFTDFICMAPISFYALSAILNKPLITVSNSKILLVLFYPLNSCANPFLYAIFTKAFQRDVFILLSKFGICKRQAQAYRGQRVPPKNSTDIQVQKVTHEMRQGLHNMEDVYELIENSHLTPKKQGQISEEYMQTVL
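Cell-based HTRF cAMP assay; TSHR cells + compound, TSH EC80 (4nM final), 2 h, 37 deg C. Lysis with anti-cAMP cryptate and cAMP-d2, 30 min RT, read 665/620 nm.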
Mito fusion act: blocks mitochondrial division or promotes mitochondrial fusion | S. cerevisiae fusion-defective mutant growth rescue, CellTiterGlo 48 h | AID 485298 | 320,000 compounds, 0.23% hits | Potency, µM (series often up to 46.1 µM), for the others: at the highest dose growth rescue (activation), most hits filed as activators;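 also: potency is read from the fitted curve at half-maximal effect; % of control where 0% means no effect; nearly all actives have a fitted effect of over 45% in size; temperature-sensitive fusion mutants such as fzo1-1 at 37 °C on non-fermentable ethanol glycerol medium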
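Temperature-sensitive fusion-defective S. cerevisiae (e.g. fzo1-1, mgm1-5) were grown with compound in YPEG medium (3% ethanol, 3% glycerol) for 48 hours at 37C. Growth rescue was measured as viability by CellTiterGlo luminescence after 10 minutes at ambient.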
Chronic BCR inh: chronic active BCR signaling inhibition; ABC-DLBCL IkBa-CBG/CBR reporter, luminescence ratio, 4 h; AID 493014; Potency, µM (series often up to 46.1 µM), for inactives: at the top dose ratio change, negative = lower green/red ratio, usual class: inhibitors; 340,000 compounds, 0.05% hits; active = well fitted inhibition curve with a large enough effect in the signal ratio, with a control signal flat, not every such curve was filed as active; inconclusive = small, poorly fitted or top-dose-only effect, or effect the other way, or a change in a side signal; the % refers to the signal ratio;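 also: potency is read from the fitted curve at half-maximal effect; plate controls were basal doxycycline-induced cells for no effect and cells given 10 µM MG132 for full effect; MG132 reads +100%, hits lower the ratio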
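Cell line TMD8 (human ABC DLBCL), stably expressing tet-inducible CBG68-IkBa fusion and CBR; IMDM/0.5% FBS; cpd up to 46 uM; dox induction, 4 h, 37C/5% CO2; dual luminescence; green/red ratio; MG132 control.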
USP2a inh: USP2a (human) protease inhibition; 330,000 compounds, 0.01% hits; Potency, µM (highest dose often 38.3 µM), without a hit: at the highest dose activity change, negative = inhibition, most hits filed as inhibitors; USP2 core, Ub-CHOP2 coupled fluorogenic reporter, 485/531;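 also: potency is read from the fitted curve at half-maximal effect; plate controls were DMSO wells for no effect and full inhibition by NEM control for full effect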
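USP2 core (10nM final) preincubated 30min RT with compound in 20mM Tris-HCl pH 8.0, 2mM CaCl2, 2mM beta-mercaptoethanol, 0.05% CHAPS; 25nM Ub-CHOP2 plus 25nM reporter substrate added, fluorescence (Ex485/Em531) read after 60min.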
uPA surface inh: blocks generation of uPA at the cell surface. Potency, µM (titrated, usually from 38.3 µM), without a hit: at the top dose activity change, negative = inhibition, most hits filed as inhibitors. cell surface uPA generation assay, qHTS. 330,000 compounds, 0.31% hits. AID 540303; active = well fitted inhibition curve with a large enough effect; inconclusive = small, poorly fitted or top-dose-only effect; inactive = no such curve, though single readings can be large or run the other way; tested in mouse RAW 264.7 cells; also: potency is read from the fitted curve at half-maximal effect; % is scaled to controls: 0 for no effect and ±100 for the full control effect; nearly all actives have a fitted effect of over 55% in size
B2AR arrestin: agonists driving beta-arrestin recruitment to human beta2-adrenergic receptor; P07550; beta-arrestin recruitment to beta2AR, cell-based reporter; 330,000 compounds, 0.02% hits; Potency, µM (highest dose often 46.1 µM), for the others: at the top dose activation, most hits filed as activators;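 also: potency is read from the fitted curve at half-maximal effect; 0% = DMSO controls and full agonism = EC100 isoproterenol or metaproterenol; nearly all actives have a fitted effect of over 65% in size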
Tb PFK block: T. brucei PFK enzyme inhibition. T. brucei PFK, ADP-Glo luminescence. 330,000 compounds, 0.17% hits. O15648. Potency, µM (series often up to 57.5 µM), without a hit: top-dose activity, negative = inhibition, actives largely listed as inhibitors. AID 485367;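 also: potency is read from the fitted curve at half-maximal effect; 0% = uninhibited 1x PFK enzyme wells and -100% = no-enzyme wells; nearly all actives have a fitted effect of over 60% in size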
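Luminescent ADP detection (ADP-Glo, two-step: ATP depletion then ADP-to-ATP conversion for luciferase) reported PFK activity after 45 min room-temperature reaction of 1.25 nM enzyme with 0.5 mM F6P and 0.1 mM ATP at pH 8.0.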
Eya2 inh: Eya2 (human) phosphatase inhibition; O00167; recombinant Eya2, OMFP fluorescence dephosphorylation (OMFP is methylfluorescein phosphate); Potency, µM (highest dose often 76.9 µM), inactives show at the highest dose activity, negative = inhibition, hits mostly inhibitors; 330,000 compounds, 0.006% hits; also: potency is read from the fitted curve at half-maximal effect; % is scaled to controls: 0 for no effect and ±100 for the full control effect
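Eya2 protein (added as 0.2 uM solution) was preincubated with compound for 10 min at ambient temperature in 50 mM HEPES pH 7.5, 50 mM NaCl, 5 uM MgCl2, 0.05% BSA, 1 mM DTT. OMFP (added at 50 uM) then reacted 10 min; fluorescence read at 485/525 nm.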
PTAP TSG101 blk: blocks PTAP/TSG101 interaction to inhibit HIV-1 budding. AID 493005. Potency, µM (titrated, usually from 115 µM), without a hit: top-dose activity change, negative = inhibition, hits mostly inhibitors. Fluorescence polarization, FITC-PTAP peptide / Tsg101 binding. Q99816. 340,000 tested, under 10 active; active = well fitted inhibition curve with a large enough effect in the main read-out, with a control signal flat, not every such curve was filed as active; inconclusive = small, poorly fitted or top-dose-only effect, or effect the other way, or a change in a side signal; inactive = no such curve, though single readings can be large or run the other way; also: potency is read from the fitted curve at half-maximal effect; % of control where 0% means no effect
Target sequence (Q99816 whole entry, looked up): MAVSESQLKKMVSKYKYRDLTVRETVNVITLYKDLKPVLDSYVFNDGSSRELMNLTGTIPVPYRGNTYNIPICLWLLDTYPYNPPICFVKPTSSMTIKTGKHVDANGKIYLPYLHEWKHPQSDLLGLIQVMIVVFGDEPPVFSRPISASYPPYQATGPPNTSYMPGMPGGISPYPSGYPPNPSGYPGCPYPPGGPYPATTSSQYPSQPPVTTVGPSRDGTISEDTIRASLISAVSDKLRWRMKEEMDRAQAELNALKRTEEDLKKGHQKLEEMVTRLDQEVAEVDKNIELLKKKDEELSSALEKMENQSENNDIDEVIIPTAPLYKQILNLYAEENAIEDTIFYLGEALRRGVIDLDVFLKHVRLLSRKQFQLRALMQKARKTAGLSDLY
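Fluorescence anisotropy tracks displacement of a FITC-tagged PTAP peptide (50 nM) from the Tsg101 binding domain (10 uM), following a 20 min room-temperature incubation at pH 7.5.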
ELG1 repair inh: ELG1-dependent DNA repair inhibition; HEK293T ELG1-luciferase reporter, luminescence, 16 h; DNA damage induced by 5-fluorouridine; Potency, µM (series often up to 46.1 µM), inactives show top-dose activity change, negative = inhibition, usual class: inhibitors; 330,000 compounds, 2.3% hits; also: potency is read from the fitted curve at half-maximal effect; % is scaled to controls: 0 for no effect and ±100 for the full control effect; nearly all actives have a fitted effect of over 55% in size
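Step one: seed 2,000 cells per well. Step two: pin-transfer compound or DMSO alongside 5-fluorouridine. Step three: incubate 16 hr, 37 °C, 5% CO2. Step four: add ONE-Glo, wait 30 min, read luminescence.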
Active calls of the source: *; u = inconclusive; x = not tested or not shown; [ ] = remark or other dose. Unless noted, calls follow the shape of the dose curve; as a rule, active = well fitted curve in the direction sought with a large enough effect; inconclusive = small, poorly fitted or top-dose-only effect, or another doubt; inactive = no such curve, though single readings can be large; an effect the other way counts as inactive or inconclusive.

SMILES	TCR act	TSHR antag	Mito fusion act	Chronic BCR inh	USP2a inh	uPA surface inh	B2AR arrestin	Tb PFK block	Eya2 inh	PTAP TSG101 blk	ELG1 repair inh
COc1ccc(C2(O)CCN(Cc3nnnn3Cc3ccc(F)cc3)CC2)cc1	-4%	-11	-2%	2%	2%	0%	0.2%	-3%	-2%	1%	1%
CC(=O)c1ccc(NC(=O)c2cnn3ccccc23)cc1	4%	0	2%	u	4%	-72%	-0.1%	-6%	-2%	0%	u
COc1ccc(CC(C)N2CCN(c3ccccc3OC)CC2)cc1OC (configuration not stated)	4%	4	-8%	1%	0%	x	0.2%	-10%	-11%	-7%	-9%
O=C(CNC(=O)/C(=C\c1ccc(F)cc1)NC(=O)c1ccccc1)OCc1ccccc1	-13%	-24	-2%	-4%	6%	4%	0.2%	2%	-22%	-6%	16%
COC(=O)c1cc(=O)n(Cc2ccco2)c(=Nc2ccc(F)cc2)s1	-5%	-18	3%	u	2%	u	-0.6%	-1%	-9%	1%	u
CCn1nc(NC(=O)Cc2ccc(OC)cc2)c2cc3cccc(C)c3nc21	7%	-4	3%	u	0%	1%	-0.8%	-6%	-1%	-4%	19%
COc1cc2c(cc1OC)C1=NC(=O)CN1C(SCc1ccccc1)=N2	-2%	5	10%	-2%	0%	1%	-0.2%	-2%	1%	-4%	-15%
CN1CCN(CC(=O)NN2CC(=O)N(c3ccc(F)cc3)CC2=O)CC1	0%	0	-1%	-15%	-1%	12%	-0.4%	-1%	-1%	-6%	0%
CCc1cccc(C)c1NC(=O)COC(=O)Cn1c(C)csc1=O	5%	4	-18%	3%	0%	-1%	-1.2%	3%	-21%	-6%	-2%
COc1ccc(OCC(=O)Nc2cc(-c3nn(C)c(=O)c4ccccc34)ccc2N2CCOCC2)cc1	8%	-4	3%	u	10%	0%	-0.5%	0%	u	-1%	0%
C=CCn1c(SCC(=O)NC23CC4CC(CC(C4)C2)C3)nc(O)cc1=O	1%[46.1 µM]	-27	-2%	8%	-1%	6%	0.0%	0%	-25%	-1%	1%
COc1cc(/C=N/NC(=O)c2ccccc2)ccc1O	-3%	2	2%	u	3%	-3%	-0.4%	-3%	10%	-3%	u
O=C(Nc1ccccc1Cl)c1ccc2c(c1)N(Cc1ccc(F)cc1)C(=O)CS2=O (configuration not stated)	1%	8	0%	2%	3%	8%	-0.9%	-1%	1%	-2%	6%
COC(=O)Nc1nc2c(s1)CCCC2	0%	4	-13%	16%	0%	x	-0.3%	-7%	-8%	-6%	u
CCC(O)(c1ccc(OC)cc1)C(CN1CCOCC1)c1ccccc1 (configuration not stated)	2%	4	5%	10%	13%	20%	-0.1%	2%	9%	-1%	7%
CSc1nc(Oc2ccc(=O)n(C)n2)nc(N(C)C)n1	x	4	5%	4%	3%	-3%	-0.4%	2%	20%	-5%	16%
O=C(CN1C(=O)c2ccccc2S1(=O)=O)NCCSCc1ccco1	5%	2	1%	-1%	5%	x	1.8%	3%	-8%	-5%	14%
O=C(Nc1cccc(S(=O)(=O)N2CCCC2)c1)c1ccc2ccccc2n1	-12%	-28	4%	7%	0%	-2%	-1.1%	-1%	1%	0%	21µM*
Cc1noc(C)c1COc1ccc(C(=O)N2CCN(c3ccccc3F)CC2)cc1	0%	-1	8%	11%	4%	-7%	-2.3%	6%	-19%	-3%	u
CO/N=C(\Cn1ncc(NC2CCCCC2)c(Br)c1=O)c1ccc(Cl)cc1	-3%	-17	u	1%	-5%	-2%	0.4%	0%	10%	-1%	-17%
Cc1c(CC(=O)O)c(=O)oc2cc(OCc3ccc(Br)cc3)ccc12	-2%	-12	10%	4%	0%	4%	0.0%	-19%	5%	-5%	7%
COc1cccc(C(=O)C2CCCN(C(=O)CCC3=NNC(=O)CC3)C2)c1 (configuration not stated)	0%	17	-2%	-1%	0%	-3%	-1.3%	-13%	5%	-8%	19%
N#CC1=C(N)NC(SCc2ccc(F)cc2)=C(C#N)C12CCCCC2	-2%	-26	-1%	u	-1%	-18%	0.0%	0%	16%	-1%	u
CCC(C)C(NC(N)=O)C(=O)Nc1ccc(C(=O)OC)cc1 (configuration not stated)	1%	34	-3%	u	1%	0%	0.4%	-2%	16%	-1%	7%
Cc1ccc(-c2nc3ccsc3c(=O)o2)cc1	2%	-4	-5%	u	-1%	-2%	-0.4%	0%	-2%	-2%	u

(listing goes on)
SMILES	TCR act	TSHR antag	Mito fusion act	Chronic BCR inh	USP2a inh	uPA surface inh	B2AR arrestin	Tb PFK block	Eya2 inh	PTAP TSG101 blk	ELG1 repair inh
CC(C)(C)C1CCC2(CC1)C(Nc1cccc(C(F)(F)F)c1)=NC(=S)N2CC#N (configuration not stated)	4%[46.1 µM]	1	-4%	-4%	-1%	3%	-0.2%	-2%	-1%	-1%	2%
CN1CCN(CCCNC(=O)c2cc3c(-c4ccc(Cl)cc4)nn(C)c3s2)CC1	-3%	2	2%	u	-1%	-24%	-0.1%	0%	-13%	-3%	u
COc1ccc(OCCCC(=O)NCC(C)C)cc1	2%	4	-1%	-4%	4%	5%	0.2%	-1%	9%	-4%	9%
OC1(c2ccc(F)cc2)CSC(=Nc2cccnc2)N1Cc1ccco1 (configuration not stated)	-4%	-20	3%	-1%	-2%	0%	0.0%	-2%	5%	-2%	23µM*
CC(C(=O)Nc1ccc2c(c1)OCCO2)N(c1ccccc1)S(C)(=O)=O (configuration not stated)	-4%	0	-4%	-9%	-1%	2%	-0.5%	-2%	-14%	-6%	0%
CCOC(=O)[C@H]1[C@H]2COc3ccc(C)cc3[C@@H]2N2C(=O)c3cc(F)ccc3NC(=O)[C@@]12C	16%	6	1%	1%	0%	8%	3.7%	-1%	20%	x	3%
O=C(CCS(=O)(=O)c1cccc2nonc12)NCCc1ccccc1	2%	-4	-1%	u	4%	3%	-0.1%	-2%	-22%	-4%	1%
CCc1cc(C(=O)N2CCCC(CNS(=O)(=O)c3cccs3)C2)n(C)n1 (configuration not stated)	-5%	-7	9%	u	-2%	-11%	-0.6%	-2%	-12%	-1%	u
Cc1nc2cc(Cl)c([N+](=O)[O-])cc2s1	12%	15	1%	9%	15%	-4%	-1.3%	-7%	-4%	-4%	17%
O=C(O)c1ccc(N=C2NC(=O)C(CO)(CO)S2)cc1	3%	-10	3%	0%	-1%	-18%	-0.9%	-4%	-23%	-5%	12%
Cc1ccc(-c2nnn(CC(=O)Nc3nnc(C(C)C)s3)n2)cc1	-10%	-4	9%	13%	1%	4%	-0.5%	-7%	6%	1%	19%
N#CCCN(Cc1cccnc1)C(=S)NC(=O)c1ccccc1	-6%[46.1 µM]	0	x	4%	3%	1%	-1.3%	0%	-2%	1%	7%
O=C(CN1C(=O)NC2(CCCC2)C1=O)N1CCN(S(=O)(=O)c2cccc(F)c2)CC1	5%	3	1%	0%	0%	4%	-0.5%	0%	5%	-3%	14%
Cc1cc(C)cc(NC(=S)NCCCO)c1	3%[46.1 µM]	15	-5%	3%	1%	-2%	-1.0%	-1%	0%	-2%	-2%
Cc1cc2c(cc1S(=O)(=O)Nc1cccc(C)c1C)n(C)c(=O)c(=O)n2C	2%	3	-4%	-14%	1%	6%	-1.1%	0%	-4%	-7%	-4%
O=C(CCN1C(=O)c2ccccc2C1=O)CN1CCOCC1	-2%	-2	1%	1%	2%	0%	0.8%	-4%	10%	-11%	-2%
Cc1ccc(-n2nc(C(=O)NCc3ccc(C)o3)c3c4ccccc4n(C)c3c2=O)cc1	-1%	-4	-3%	8%	-4%	1%	-0.3%	-4%	6%	0%	-2%
O=C(CCCN1C(=O)c2ccccc2C1=O)Nc1ccc2c(c1)OCCO2	-3%	-9	-12%	u	2%	5%	0.1%	-5%	11%	-6%	5%
CC1(C)OC2C(CO)OC(n3cnc4c(=S)nc[nH]c43)C2O1 (configuration not stated)	1%	9	3%	0%	2%	-2%	0.2%	4%	15%	-1%	u
Cc1ccc(-n2nc(C)c(NC(=O)CCl)c2C)cc1C	0%	-2	2%	u	2%	-9%	1.2%	8%	1%	-1%	u
O=[N+]([O-])c1ccc(Cl)cc1N1CCOCC1	2%	4	-3%	-5%	0%	-3%	0.3%	1%	2%	-15%	6%
Cc1ccc(NC(=S)Nc2ccc(F)cc2)c(C)c1	-7%	-1	2%	4%	1%	-2%	-0.1%	0%	3%	-3%	-18%

Outcome played no part in choosing rows; any-hit rate near 3%.
